Cav32 inh: Cav3.2 calcium influx blockers – cell-based, Fluo-4 calcium fluorescence, FDSS, MLSMR library, primary screen. B-score at 10 µM. 100,000 compounds, 4% hits. Voltage-dependent T-type calcium channel subunit alpha-1H (Homo sapiens), O95180. Cav3.2-expressing cells; hits give low values;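 active means single-dose well whose peak fluorescence ratio is a statistical outlier from its plate by either plate-standardised score or position-corrected B-score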
Target sequence (O95180 whole entry, looked up): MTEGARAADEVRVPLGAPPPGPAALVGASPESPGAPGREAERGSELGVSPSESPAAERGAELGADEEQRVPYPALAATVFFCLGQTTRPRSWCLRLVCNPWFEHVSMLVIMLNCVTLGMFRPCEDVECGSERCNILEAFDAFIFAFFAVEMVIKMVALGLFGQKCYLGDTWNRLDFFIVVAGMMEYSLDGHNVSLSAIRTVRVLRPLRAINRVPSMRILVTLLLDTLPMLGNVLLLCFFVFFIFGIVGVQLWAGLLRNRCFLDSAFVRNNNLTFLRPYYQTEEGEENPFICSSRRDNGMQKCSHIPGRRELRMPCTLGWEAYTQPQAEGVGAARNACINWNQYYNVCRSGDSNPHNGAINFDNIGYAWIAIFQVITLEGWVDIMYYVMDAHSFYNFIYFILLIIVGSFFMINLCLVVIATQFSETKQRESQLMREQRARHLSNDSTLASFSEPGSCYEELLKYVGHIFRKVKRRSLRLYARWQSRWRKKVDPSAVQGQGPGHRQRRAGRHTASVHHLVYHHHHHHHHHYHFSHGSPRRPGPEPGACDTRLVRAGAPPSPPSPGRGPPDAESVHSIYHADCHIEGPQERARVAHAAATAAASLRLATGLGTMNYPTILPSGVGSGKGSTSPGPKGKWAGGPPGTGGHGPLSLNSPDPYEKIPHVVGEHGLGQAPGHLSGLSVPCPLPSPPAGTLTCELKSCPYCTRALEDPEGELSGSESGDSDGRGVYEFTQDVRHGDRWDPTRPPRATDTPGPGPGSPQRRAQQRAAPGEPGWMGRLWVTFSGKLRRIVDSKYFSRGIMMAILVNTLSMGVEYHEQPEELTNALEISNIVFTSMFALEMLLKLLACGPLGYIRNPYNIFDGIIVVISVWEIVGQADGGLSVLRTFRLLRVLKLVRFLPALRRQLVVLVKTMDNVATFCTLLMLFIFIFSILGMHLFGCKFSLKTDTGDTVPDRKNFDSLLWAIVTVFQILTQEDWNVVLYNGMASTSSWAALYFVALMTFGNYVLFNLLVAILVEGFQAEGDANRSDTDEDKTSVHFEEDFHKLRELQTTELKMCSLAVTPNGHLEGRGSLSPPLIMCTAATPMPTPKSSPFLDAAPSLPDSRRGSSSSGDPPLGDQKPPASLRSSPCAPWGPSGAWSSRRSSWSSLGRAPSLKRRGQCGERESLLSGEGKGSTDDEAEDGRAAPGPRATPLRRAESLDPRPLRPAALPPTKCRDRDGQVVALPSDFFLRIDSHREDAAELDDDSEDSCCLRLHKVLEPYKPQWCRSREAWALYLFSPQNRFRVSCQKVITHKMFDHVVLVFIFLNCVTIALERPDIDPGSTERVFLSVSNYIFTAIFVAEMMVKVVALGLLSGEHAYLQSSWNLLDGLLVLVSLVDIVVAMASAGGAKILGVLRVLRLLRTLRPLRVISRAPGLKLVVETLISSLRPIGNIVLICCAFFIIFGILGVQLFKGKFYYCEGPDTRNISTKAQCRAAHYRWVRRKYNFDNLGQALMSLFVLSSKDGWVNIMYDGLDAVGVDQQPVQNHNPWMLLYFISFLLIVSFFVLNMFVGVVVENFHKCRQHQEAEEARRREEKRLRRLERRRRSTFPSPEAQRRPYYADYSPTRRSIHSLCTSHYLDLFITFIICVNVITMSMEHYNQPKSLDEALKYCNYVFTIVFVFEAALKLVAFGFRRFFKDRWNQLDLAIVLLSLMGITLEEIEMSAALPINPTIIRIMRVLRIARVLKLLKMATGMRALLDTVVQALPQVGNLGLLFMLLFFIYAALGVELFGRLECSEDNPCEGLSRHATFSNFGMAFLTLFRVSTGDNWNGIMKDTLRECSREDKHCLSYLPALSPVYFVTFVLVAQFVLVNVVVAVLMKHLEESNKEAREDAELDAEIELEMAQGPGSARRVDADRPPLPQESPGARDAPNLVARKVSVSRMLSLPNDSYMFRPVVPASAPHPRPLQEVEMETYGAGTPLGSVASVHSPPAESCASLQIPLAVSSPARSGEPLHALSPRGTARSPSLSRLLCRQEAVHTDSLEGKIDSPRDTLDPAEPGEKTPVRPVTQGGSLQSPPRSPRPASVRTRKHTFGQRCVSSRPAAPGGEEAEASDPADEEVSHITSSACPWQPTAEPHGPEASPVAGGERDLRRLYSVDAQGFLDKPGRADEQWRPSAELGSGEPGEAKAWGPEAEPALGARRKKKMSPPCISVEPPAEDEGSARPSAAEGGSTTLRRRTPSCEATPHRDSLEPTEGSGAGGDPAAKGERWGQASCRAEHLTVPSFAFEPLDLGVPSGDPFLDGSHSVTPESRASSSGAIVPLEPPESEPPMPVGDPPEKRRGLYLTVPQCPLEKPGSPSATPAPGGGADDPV
* marks the source's active call; other numbers are inactive results. Not all compounds are listed; rates above refer to the full screens.

SMILES	Cav32 inh
O=c1oc(-c2ccccc2[N+](=O)[O-])nc2ccccc12	0.87
CCc1nc(SCC(=O)N2CCc3cc(OC)c(OC)cc3C2)c(C#N)cc1C	-1.2
Cc1cc(NC(=O)CCC(=O)N(CCC(C)C)CC(=O)NCC2CCCO2)no1 (stereo unspecified)	1.4
O=C(Oc1ccccc1)c1ccc(-n2cnnn2)cc1	0.76
CCOc1ccccc1-c1n[nH]c(=S)o1	0.45
COc1ccc2nc(N3CCCC(C(=O)NCCCN4CCN(C)CC4)C3)sc2c1 (stereo unspecified)	0.0033
C=CCn1c(SCc2ccc(OC)cc2)nnc1-c1cccnc1	0.3
CCCc1cc(=O)[nH]c(SCC(=O)Nc2cc3c(cc2C(C)=O)OCO3)n1	0.6
CCCCCNC(=O)C(C#N)c1nc2ccccc2nc1N1CCCC1 (stereo unspecified)	-7.1*
Cc1nn(CC(=O)NCCc2ccc(Cl)cc2)c(C)c1[N+](=O)[O-]	0.89

Three compounds out of the list above, ordered by their value in Cav32 inh, highest first.
SMILES	Cav32 inh
Cc1nn(CC(=O)NCCc2ccc(Cl)cc2)c(C)c1[N+](=O)[O-]	0.89
CCCc1cc(=O)[nH]c(SCC(=O)Nc2cc3c(cc2C(C)=O)OCO3)n1	0.6
CCCCCNC(=O)C(C#N)c1nc2ccccc2nc1N1CCCC1 (stereo unspecified)	-7.1*

The listing picks up, starting 4 compounds before the break.
SMILES	Cav32 inh
C=CCn1c(SCc2ccc(OC)cc2)nnc1-c1cccnc1	0.3
CCCc1cc(=O)[nH]c(SCC(=O)Nc2cc3c(cc2C(C)=O)OCO3)n1	0.6
CCCCCNC(=O)C(C#N)c1nc2ccccc2nc1N1CCCC1 (stereo unspecified)	-7.1*
Cc1nn(CC(=O)NCCc2ccc(Cl)cc2)c(C)c1[N+](=O)[O-]	0.89
NC1=NC[C@H](c2ccccc2)N1CCc1cccc(F)c1	0.071
CCn1c2ccccc2c2cc(/C=N/NC(=O)c3ccccc3)ccc21	-3.9
CC1(C)C(c2ccccn2)=[N+]([O-])C(C)(C)N1O	0.54
NC(CO)c1cn([C@@H](CCC(=O)O)C(=O)N2CCNCC2)nn1 (stereo partly specified)	1.2
COc1cc(/C=C2/SC(=O)N(Cc3ccccc3Cl)C2=O)ccc1OCc1ccncc1	0.83
COc1ccc(-n2c(C)nc3cc(C(=O)O)ccc32)cc1	1.2
Cc1ccc(-n2ncc3c(NCCCOC(C)C)ncnc32)c(C)c1	3
CCn1cc(C(=O)NCc2ccco2)c(=O)c2cc(S(=O)(=O)N3CCc4ccccc4C3)ccc21	-2.3
O=S(=O)(NCc1ccco1)c1ccccc1Br	-0.45
CC(=O)Nc1ccc2nc(C3CCCCC3)[nH]c2c1	0.65
O=C(CCN1CCCCC1c1cccnc1)NCc1ccccc1 (stereo unspecified)	1.4
Cc1n[nH]c(C)c1C(=O)CC1(O)C(=O)N(CCc2ccccc2)c2ccc(Br)cc21 (stereo unspecified)	-0.084
C#CCNC(=O)C1=C[C@H](c2csc3ccccc23)[C@@H](CCCO)[C@H](OCC)O1	0.77
COc1ccc(OC)c(C(C)NC=O)c1 (stereo unspecified)	-0.55
Cc1sc(Nc2ccc([N+](=O)[O-])cc2)nc1-c1c(C)n(C)n(-c2ccccc2)c1=O	-1.4
CC1=C(C(=O)Nc2ccccc2)C(c2ccncc2)C(C#N)=C(SCC(=O)Nc2ccccc2)N1 (stereo unspecified)	-2.5
Cc1cnn(C(=O)c2ccccc2Br)c1	0.69
O=C(Nc1ccccc1C(F)(F)F)c1cc(-c2ccccc2O)on1	-0.011
Cc1ccccc1C(=O)OCCCN=C1NS(=O)(=O)c2ccccc21	-0.16
Cc1nnc(SCC(=O)Nc2ccc(Oc3ccccc3)cc2)n1N	0.34
CN1CCN(CC(=O)n2c3c(c4ccccc42)CCCC3)CC1	1.1
COc1ccc(-c2oc(NC(=O)c3ccc(C)cc3)c(C#N)c2-c2ccc(OC)cc2)cc1	-3.6*
O=C(CSc1nc(C2CC2)nc2sc3c(c12)CCCC3)NCc1ccco1	-0.19
Clc1ccc(-c2nc(Cc3ccccc3)no2)cc1	0.8
CCO[C@@H]1OC(C(=O)O)=C[C@H](c2ccc3c(c2)OCO3)[C@H]1CCCO	0.21
CCCCNC(=O)CSc1nc2cc(OC)c(OC)cc2c(=O)n1Cc1ccc(OC)cc1	0.042
COc1ccccc1NC(=O)C(Cc1ccc(Cl)cc1)c1nn[nH]n1 (stereo unspecified)	0.44
O=C(Cc1cccs1)NNC(=S)NCc1ccc(Cl)cc1	-1.6
Nc1c(C(=O)NCCN2CCOCC2)c2nc3ccccc3nc2n1-c1ccccc1	-0.073
O=S(=O)(NCCc1ccccc1)c1ccc(S(=O)(=O)N2CCCCC2)cc1	-1.1
CCCNc1cc(C)c(C#N)c2nc3ccccc3n12	2.4
CCN(CC)CCCC1(CN)OCCc2ccccc21 (stereo unspecified)	0.15
O=C(NNS(=O)(=O)c1ccc(Br)cc1)c1ccncc1	0.71
COn1c(SCC(=O)N(C)C)nc2ccccc2c1=O	0.54
CC(C(=O)Nc1ncn[nH]1)N1C(=O)c2ccccc2C1=O (stereo unspecified)	0.12
Cc1cc2ncn(-c3ncnc4sc5c(c34)CCCC5)c2cc1C	-5.7*
C/C(=N\OC(=O)NC(C)C)c1sc(-c2ccc(Cl)cc2)nc1C	-0.43
COC(=O)c1ccc(OCCOc2ccccc2)cc1	-0.88
C/C(=C/CCC(C)C1CCC2(C)C3CCC4C(C)(C)C(=O)CCC4(C)C3=CCC12C)C(=O)O (stereo unspecified)	-0.2
CC(=O)c1ccc(N2CCN(C(=O)C3(S(=O)(=O)c4ccc(Cl)cc4)CC3)CC2)cc1	0.51
Cn1c(=O)c2c(n(Cc3ccccc3)c1=O)NC(=O)C2CC(=O)NCc1cccc(Cl)c1 (stereo unspecified)	-0.12
O=C(Nc1ccccc1Cl)NC1(C(=O)N2CCCCC2)CCCCC1	0.0085
CCOC(=O)c1c(NS(=O)(=O)c2ccc(Br)cc2)sc2c1CCC2	-8.5*
COCCn1c(C)cc(C(=O)CSc2n[nH]c(N)n2)c1C	-0.29
COC(=O)c1c(NC(=O)CSc2nnnn2-c2ccc3c(c2)OCO3)sc(C)c1C	0.32
CC(NC(=O)c1ccco1)C(=O)OCc1cccc(Cl)c1 (stereo unspecified)	0.55
O=C(c1c(F)cccc1F)N(Cc1ccccn1)C1CC1	0.86
CC(=O)Nc1cc(NC(=O)CCCC(=O)O)ccc1Cl	-0.062
Cc1cc(N(C)C)cc(C)[n+]1[O-]	0.35
CC(C)CCOc1cccc(OCC(=O)N(C)C2CCS(=O)(=O)C2)c1 (stereo unspecified)	0.32
Other records follow.
SMILES	Cav32 inh
Cc1ccc2c(c1)N1C(=O)c3ccccc3C1C1=C(CC(C)(C)CC1=O)N2 (stereo unspecified)	-0.64
O=c1cc(-c2ccccc2)nc2nc(CCc3ccccc3)[nH]n12	-2.8
N#C/C(=C\c1cn[nH]c1-c1ccccc1)C(=O)NC1CCCCCC1	-2.9
CCN(CCNS(=O)(=O)c1ccc2c(c1)oc(=O)n2C)c1ccccc1	0.015
c1cn(CCCNc2ncnc3sc4c(c23)CCC4)cn1	1.1
CCN(c1ccccc1)c1cc(C)nc2ncnn12	1.3
Cc1csc2nc(CNC(=O)c3cccc(C(F)(F)F)c3)cn12	-0.87
CCC(=O)N(Cc1cc2cc(OC)ccc2[nH]c1=O)c1ccccc1C	0.045
CCCCC1=CC2=CC(=O)C(C)(OC(=O)CCc3ccccc3)C(=O)C2=CO1 (stereo unspecified)	-0.96
N#C/C(=C\C=C\c1ccccc1[N+](=O)[O-])c1nc(-c2ccc3c(c2)OCO3)cs1	-0.91

Shown as labelled records: 2 of the compounds above
O=c1cc(-c2ccccc2)nc2nc(CCc3ccccc3)[nH]n12
  Cav32 inh: -2.8
N#C/C(=C\c1cn[nH]c1-c1ccccc1)C(=O)NC1CCCCCC1
  Cav32 inh: -2.9

The results go on:
SMILES	Cav32 inh
COc1ccc(Cc2nnc(SCC(=O)c3ccccc3)o2)cc1	-2
CCc1ccc2c(c1)C1(SC(NC(C)=O)=NN1C(C)=O)C(=O)N2C(C)C (stereo unspecified)	0.089
COc1ccc(C(=O)OCCNC(=O)c2c(Cl)nc3ccccn23)cc1	-0.66
Cc1ccc(S(=O)(=O)NC(CC(C)C)C(=O)Oc2ccc3c4c(c(=O)oc3c2)CCC4)cc1 (stereo unspecified)	-2.5
C=C(C)Cc1c(C)nc(-c2ccccc2)[nH]c1=O	-0.086
Cn1c(N)c(C(=O)COC(=O)C2(c3ccc(Cl)cc3)CCCC2)c(=O)n(C)c1=O	-0.38
COc1ccc(NC(=O)C2CC(=O)n3ncnc3N2)cc1 (stereo unspecified)	0.25
O=C1OCC2OC(O)C(O)C(O)C2OC(=O)c2cc(O)c(O)c(O)c2-c2c(O)c(O)c3oc(=O)c4c(c(O)c(O)c5oc(=O)c2c3c54)-c2c1cc(O)c(O)c2O (stereo unspecified)	0.26
CC(c1ccco1)N(C(=O)COc1ccccc1[N+](=O)[O-])c1ccccn1 (stereo unspecified)	0.84
COCCN1Cc2cccc(C(=O)Nc3cccc(C)c3C)c2C1=O	-2.4
CN1C(=O)C2(Oc3ccccc3C3CC(c4ccccc4)=NN32)c2ccccc21 (stereo unspecified)	-0.11
O=C(c1ccc(S(=O)(=O)N2CCCCCC2)cc1)N1CCN(c2ccccn2)CC1	0.7
CC(C)NC(=O)C1CCN(C(=O)c2cc3sccc3n2Cc2ccc(F)cc2)CC1	-0.45
CC(C)(C)c1nnc2sc(SCC(=O)c3ccccc3)nn2c1=O	-0.02
CCn1nnnc1SCC(=O)c1cc(OC)ccc1OC	-0.075
Cc1ccc(S(=O)(=O)Nc2ccc3c(c2)ncn3C(C)(C)C)cc1	-0.99
CC1=CC(=O)C=CC1(C)C(Cl)(Cl)Cl (stereo unspecified)	0.24
COC(=O)c1cc(Br)c(=O)n(-c2ccc(F)cc2)c1	1.1
O=C(NC1CCCCC1)C(c1ccc(F)cc1)N(Cc1ccc2c(c1)OCO2)C(=O)c1cnsn1 (stereo unspecified)	-0.2
CCOc1nc2ccccc2nc1C	-0.31
Cc1ccc(S(=O)(=O)N2CCC(=O)N(C(COCc3cccc(Cl)c3)C(C)C)CC2)cc1 (stereo unspecified)	-2.1
CC1=C(C(=O)Nc2cc(C)ccc2C)C(c2cccs2)NC(=S)N1 (stereo unspecified)	0.06
CCOC(=O)C(C(=O)OCC)C(Nc1cccc(Br)c1)c1ccccc1 (stereo unspecified)	-0.018
Cc1nnc(NC(=O)COc2ccccc2)s1	-2
CCOC(=O)c1ccc(NC(=O)C2CC2)cc1	0.47
COc1ccc(NC(=O)C2CCCO2)cc1OC (stereo unspecified)	0.13
O=C(c1cccc(C(=O)N2CCN(c3ccccc3)CC2)c1)N1CCN(c2ccccc2)CC1	0.25
CCOc1ccc(C(=O)NCC(=O)OCC(=O)N2CCCCC2)cc1	-0.0036
O=C(Nc1ccc(Cn2cccn2)cc1)c1ccc(COc2ccc(Br)cc2)cc1	-0.46
COc1cccc(C2/C(=C(\O)c3ccc4c(c3)OCO4)C(=O)C(=O)N2CCN(C)C)c1OC (stereo unspecified)	0.35
C/C=C/Cn1c(SCc2ccc(Cl)cc2)nc2c1c(=O)[nH]c(=O)n2C	0.78
CC1(C)Cc2nc3sc(C(=O)NCCO)c(N)c3cc2CO1	-0.28
CC(=O)Nc1nc2ccccc2n1Cc1ccccc1	1.3
Cc1nc(-c2ccccn2)sc1C(=O)Nc1ccc(F)cc1	-1.2
CCOC(=O)c1cc(-c2ccco2)nc2c1c(C)nn2CCC#N	-0.28
Cc1cc2ncn(/N=C/c3cccnc3)c2cc1C	0.82
Cc1ccc(NCN2C(=O)C3CC=CCC3C2=O)cc1 (stereo unspecified)	0.75
CCOc1ccc(N2CC(C(=O)Nc3ccc(S(=O)(=O)N4CCOCC4)cc3)CC2=O)cc1 (stereo unspecified)	-0.52
O=c1nc(NCc2ccccc2Cl)cn[nH]1	0.4
CCN1CCN(C(c2ccccc2)c2nnnn2Cc2ccccc2)CC1 (stereo unspecified)	1.7

Reformatted: results already given
CC(=O)c1ccc(N2CCN(C(=O)C3(S(=O)(=O)c4ccc(Cl)cc4)CC3)CC2)cc1
  Cav32 inh = 0.51
Cn1c(=O)c2c(n(Cc3ccccc3)c1=O)NC(=O)C2CC(=O)NCc1cccc(Cl)c1 (stereo unspecified)
  Cav32 inh = -0.12

Carrying on:
SMILES	Cav32 inh
Cc1cc(=O)n2c(nc3ccccc32)[nH]1	-0.49
Cc1cccc(C2N(c3ccc(F)cc3)C(=O)C3CCCN32)c1 (stereo unspecified)	0.55
Cc1cc(C)c(C)c(S(=O)(=O)NCC(=O)Nc2sc3c(c2C(N)=O)CCCC3)c1C	-0.0018
CCc1ccc(Nc2cc(=O)n(C3CCCCC3)c(=O)[nH]2)cc1	-0.024
CCOC(=O)c1cccc(N2C(=O)C3C(C(=O)NC4CC4)C4(C)C=CC3(O4)C2C(=O)NC(C)(C)C)c1 (stereo unspecified)	-0.09
COc1ccc(C(=O)Nc2nc(-c3cccs3)c(NC(C)=O)s2)cc1	1.2
CCn1c(N2CCC(C)CC2)nc2c1c(=O)n(C)c(=O)n2C	-0.073
CCCC(C)C(=O)Nc1cccc(NC(C)=O)c1 (stereo unspecified)	0.62
O=C(Nc1nc(-c2ccco2)c(-c2ccco2)s1)C1CC(=O)N(c2ccc3c(c2)OCCO3)C1 (stereo unspecified)	-2.8
O=C(CCc1ccccc1)NNC(=O)C12CC3CC(CC(C3)C1)C2	1
COc1cccc(-n2c(COc3ccccc3C)nnc2SCC(=O)O)c1	0.65
Cc1cc(C)cc(Oc2nn[nH]n2)c1	-0.05

Assay outcomes from PubChem.
